TrxR1 inh – rat TrxR1 inhibition | O89049 | recombinant rTrxR1, NADPH fluorescence consumption, selenite substrate | Potency, µM (series often up to 114 µM), for inactives: at the highest dose activity change, negative = inhibition, usual class: inhibitors | 390,000 compounds, 1% hits; note: potency is the fitted concentration of half-maximal effect; % is set by controls: 0 for no effect and ±100 for the full control effect; nearly all actives have a fitted effect of over 65% in size
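Rat TrxR1 (90 nM in the dispensed reagent) was pre-reduced with 400 uM NADPH for 5 min at room temperature, then incubated with compound for 15 min. After 400 uM selenite was added, NADPH fluorescence (Ex 340/Em 450 nm) was followed for 8 min.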
D2 antagonist – antagonists of human D2 dopamine receptor | P14416 | HEK293 TREx D2 cells, calcium flux, dopamine EC80 | inhibition, % at 10 µM | 340,000 compounds, 2% hits; in the data active = inhibition above about 30%; note: 0% is about no effect
Target sequence (P14416 whole entry, looked up): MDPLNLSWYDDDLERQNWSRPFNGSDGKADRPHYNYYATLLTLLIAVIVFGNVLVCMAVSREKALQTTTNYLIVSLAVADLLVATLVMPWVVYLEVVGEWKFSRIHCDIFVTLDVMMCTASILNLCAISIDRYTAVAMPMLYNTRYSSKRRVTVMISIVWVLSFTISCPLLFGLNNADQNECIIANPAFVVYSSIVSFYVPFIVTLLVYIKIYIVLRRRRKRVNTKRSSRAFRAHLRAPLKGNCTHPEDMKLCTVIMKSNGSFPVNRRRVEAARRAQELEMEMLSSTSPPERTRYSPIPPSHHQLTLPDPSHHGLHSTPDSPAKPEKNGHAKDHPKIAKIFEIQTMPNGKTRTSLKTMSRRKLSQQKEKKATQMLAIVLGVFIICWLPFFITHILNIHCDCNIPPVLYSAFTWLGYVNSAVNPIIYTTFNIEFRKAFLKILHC
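Calcium mobilization kinetics were recorded at 1 s intervals in tetracycline-induced HEK293 T-REx D2 cells, first for 180 s after compound addition and then 180 s after EC80 dopamine.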
IDH1 R132H inh – human IDH1 R132H inhibition. O75874. IDH1-R132H enzyme, NADPH consumption, diaphorase/resazurin fluorescence. Potency, µM (series often up to 76.6 µM), inactives show top-dose activity change, negative = inhibition, most hits filed as inhibitors. 390,000 compounds, 0.093% hits; note: potency is the fitted concentration of half-maximal effect; % is set by controls: 0 for no effect and ±100 for the full control effect; nearly all actives have a fitted effect of over 65% in size
Target sequence (O75874 whole entry R132H, stated change not applied): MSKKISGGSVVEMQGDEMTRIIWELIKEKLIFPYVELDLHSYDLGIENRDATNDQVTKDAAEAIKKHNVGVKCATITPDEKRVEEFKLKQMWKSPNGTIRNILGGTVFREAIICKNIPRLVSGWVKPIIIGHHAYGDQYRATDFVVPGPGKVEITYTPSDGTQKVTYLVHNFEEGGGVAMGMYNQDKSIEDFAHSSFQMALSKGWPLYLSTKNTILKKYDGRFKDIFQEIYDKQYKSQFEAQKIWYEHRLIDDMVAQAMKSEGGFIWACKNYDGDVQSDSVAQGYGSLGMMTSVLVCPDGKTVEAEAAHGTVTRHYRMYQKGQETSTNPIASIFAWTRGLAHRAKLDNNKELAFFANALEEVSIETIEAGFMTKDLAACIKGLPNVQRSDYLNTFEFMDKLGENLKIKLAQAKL
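IDH1-R132H (0.5 ug/mL) preincubated 30 min with compound, then NADPH (0.016 mM) and alpha-KG (2 mM) added; 80 min at RT, pH 7.5. Remaining NADPH coupled via diaphorase/resazurin to fluorescence (540/590 nm); concentration-response curves normalized to no-enzyme control.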
USP1-UAF1 inh – blocks the human USP1/UAF1 deubiquitinase complex. O94782. recombinant USP1/UAF1, Ub-Rhodamine cleavage fluorescence. 390,000 compounds, 0.23% hits. Potency, µM (top dose mostly 57.1 µM), without a hit: at the highest dose activity change, negative = inhibition, usual class: inhibitors. AID 743255; note: potency is the fitted concentration of half-maximal effect; % is set by controls: 0 for no effect and ±100 for the full control effect; nearly all actives have a fitted effect of over 60% in size; inactives centre near -12
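USP1/UAF1 complex (1 nM) preincubated 15 min at room temperature with compound, then Ub-Rho substrate (150 nM final) added. Kinetic fluorescence at 480/540 nm over 6 reads at 60 s intervals; 50 mM HEPES pH 7.8, 0.5 mM EDTA, 0.1 mg/ml BSA, 1 mM TCEP, 0.01% Tween-20.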
TRHR ag – activates the human TRH receptor; P34981; TRHR cells, calcium flux fluo-8, FDSS agonist mode; activation, % at 2 µM; 360,000 compounds, 0.18% hits; in the data active = activation above about 30%; note: 0% is about no effect
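In this calcium-flux screen, cells bearing human TRHR are dye-loaded with fluo-8, baselined for 10 cycles, then exposed to library compounds; positive kinetic calcium responses during the agonist phase mark hits, with TRH as control.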
Pin1 inh – inhibitors of human Pin1; AID 504891; Pin1 FP peptide displacement, HiFluor488, 10 min; Q13526; 390,000 compounds, 0.009% hits; Potency, µM (top dose mostly 115 µM), inactives show at the highest dose activity, negative = inhibition, most hits filed as inhibitors; active = well fitted inhibition curve with a large enough effect in the polarisation, with a control signal flat, not every such curve was filed as active; inconclusive = small, poorly fitted or top-dose-only effect, or effect the other way, or a change in a side signal; inactive = no such curve, though single readings can be large or run the other way; the % refers to the polarisation; note: potency is the fitted concentration of half-maximal effect; % is set by controls: 0 for no effect and ±100 for the full control effect
Target sequence (Q13526 whole entry, looked up): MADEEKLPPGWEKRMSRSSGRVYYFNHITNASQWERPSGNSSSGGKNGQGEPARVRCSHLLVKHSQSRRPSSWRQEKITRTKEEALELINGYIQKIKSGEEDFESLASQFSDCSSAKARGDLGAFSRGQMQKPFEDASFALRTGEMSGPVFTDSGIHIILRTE
TRHR PAM – TRH receptor (human) allosteric enhancement; P34981; enhancement, % at 2 µM; 360,000 compounds, 0.66% hits; AID 493056; TRHR cells, fluo-8 calcium fluorescence, EC20 TRH enhancement; in the data active = enhancement above about 30%; note: 0% is about no effect
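TRHR-expressing cells loaded with fluo-8 calcium dye were read kinetically (ex 480/em 530) during compound addition, then stimulated with an EC20 of TRH (10 nM final). Enhancement of the Gq-mediated intracellular calcium response was scored.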
D2 ag – D2 dopamine receptor (human) agonism. P14416. HEK293 T-REx D2 cells, calcium flux agonist mode. AID 485358. 340,000 compounds, 0.53% hits. activation, % at 2 µM;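 active = activation over 3 SD above normal in the single-dose calcium agonist read, cut at about 30% in these data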; note: 0% is about no effect
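Agonism is scored from calcium flux in a force-coupled, inducible HEK293 cell line expressing D2, read kinetically for 180 s after compound addition against dopamine controls.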
TrxR1 substrate – substrates of rat thioredoxin reductase 1. O89049. purified TrxR1 substrate turnover, NADPH consumption readout. Potency, µM (titrated, usually from 114 µM), for inactives: top-dose activity change, negative = substrate turnover. 390,000 compounds, 0.01% hits. AID 588456; note: potency is the fitted concentration of half-maximal effect; % is set by controls: 0 for no effect and ±100 for the full control effect; nearly all actives have a fitted effect of over 50% in size
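Rat TrxR1, dispensed at 90 nM, was prereduced with 400 uM NADPH (final) for 5 min at ~22 deg C, then incubated with compound 15 min before 400 uM selenite. A first-read NADPH fluorescence drop versus no-compound background flagged substrates.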
Starred values were filed as active, the others as inactive; ? = inconclusive; . = no result given; & = joins results of further samples; [ ] = another dose, or the depositor's remark. Unless noted, calls come from the whole dose curve; as a rule, active = well fitted inhibition curve with a large enough effect; inconclusive = small, poorly fitted or top-dose-only effect; inactive = no such curve, though single readings can be large or run the other way.

SMILES | TrxR1 inh | D2 antagonist | IDH1 R132H inh | USP1-UAF1 inh | TRHR ag | Pin1 inh | TRHR PAM | D2 ag | TrxR1 substrate
CC(=O)Nc1ccc(Nc2nc3ccccc3nc2NS(=O)(=O)c2ccc(Cl)c([N+](=O)[O-])c2)cc1 | -22% | . | -3% | ? | . | ? | . | . | -5%
COc1cccc(OC)c1OCCCCN1CCCC1 | -3% | 3 | 9% | -20% | 0.7 | 5% | 0 | 0.0 | -7%
CCN(C(=O)COC(=O)C1CC1)c1c(N)n(Cc2ccccc2)c(=O)[nH]c1=O | 2% | 6 | 7% | 2% | 0.9 | 2% | -3 | 0.1 | -2%
COc1ccc(NC(C)=O)cc1C#N | 20%[57.1 µM] | -4 | 0% | -10% | 0.3 | -8% | -2 | 1.1 | 10%[57.1 µM]
CCOc1ccc(-c2nnc(SCC(=O)Nc3cc(C)ccc3OC)o2)cc1 | 28µM* | . | 7% | -23% | 0.1 | 14% | -1 | -1.1 | -1%
O=C(CSc1ncnc2nc[nH]c12)c1ccc([N+](=O)[O-])cc1 | -24%[57.1 µM] | -1 | 8% | 3% | -0.9 | 4% | 0 | -0.8 | -9%[57.1 µM]
CC(O)Cc1nsc(NC(=O)c2ccc(Br)o2)n1 (centres undefined) | -13%[57.1 µM] | 1 | 0% | -16% | 0.5 | 8% | 3 | 1.0 | -1%[57.1 µM]
CCN(CC)S(=O)(=O)c1cc(NC(=O)CCNC(=O)c2ccccc2Cl)ccc1C | -5% | -10 | 1% | -19% | 0.0 | 13% | -3 | -0.5 | -3%
Cc1ccc(NC(=O)C2C3C=CC(O3)C2C(=O)O)cc1C (centres undefined) | 0% | . | 1% | -18% | 0.0 | 2% | -3 | . | 0%
O=C(N/N=C/c1ccc(N2CCOCC2)o1)c1ccccc1[N+](=O)[O-] | 8.9µM* | 3 | -1% | -8% | 0.6 | 14% | 4 | 1.4 | -18%
O=S(=O)(NCC(c1cccnc1)N1CCN(c2ccc(F)cc2)CC1)c1ccccc1 (centres undefined) | -13% | . | -6% | -13% | . | 0% | . | . | 4%
CCOc1cc(C2C(C(=O)Nc3ccc(OC)cc3)=C(C)Nc3nc(SC)nn32)ccc1O (centres undefined) | -6% | . | 0% | ? | 0.8 | 0% | -5 | 1.1 | -2%
C/C=C/c1ccc(OC)c(OC(C)=O)c1 | 10%[57.1 µM] | -8 | 3% | -15% | -0.2 | -3% | -5 | -1.4 | 12%[57.1 µM]
CC(C)Cc1ccc(CN2CCCC(NC(=O)CCN3CCCO3)C2)cc1 (centres undefined) | 5% | 9 | 8% | -4% | 1.4 | -3% | -1 | -1.2 | -5%
COCCN(CC(=O)Nc1cccc(C)c1C)C(=O)c1oc2ccccc2c1C | 0% | . | 8% | -14% | . | -1% | . | . | -4%
CCN(c1ccc(OC)cc1)S(=O)(=O)c1nnc(NC(=O)C(C)C)s1 | 10% | -15 | 18% | -14% | -0.3 | 2% | 0 | 0.3 | -1%
O=C(Cc1cccs1)NNC(=O)C12CC3CC(CC(C3)C1)C2 | 10%[57.1 µM] | -3 | -18% | -21% | 0.1 | -7% | -7 | -0.3 | 2%[57.1 µM]
CNC(=O)c1[nH]cnc1C(=O)NCC(=O)OCc1ccccc1 | 8% | 17 | -4% | -22% | 0.2 | -4% | -4 | 1.1 | 1%
COc1ccc(-n2c(=O)c3c(c4cc(OC)ccc4n3C)n(Cc3cccc(OC)c3)c2=O)cc1 | 27% | . | -5% | -20% | -0.4 | 2% | 0 | 0.7 | 20%
O=C(NCCN1CCCCCC1)c1ccc(N2CCCC2=O)cc1 | ? | -1 | -1% | -28% | 0.2 | -2% | 5 | 0.1 | 14%[57.1 µM]
COc1ccc(CCCc2nnc(SCC(=O)NN)o2)cc1 | 8%[11.4 µM] | 7 | 2% | -7% | -0.2 | 3% | 4 | 1.8 | 10%[57.1 µM]
O=C(CN1C(=O)C2CC=CCC2C1=O)Nc1nc2ccccc2s1 (centres undefined) | 20% | 8 | 4% | -19% | 0.5 | 0% | -1 | -0.3 | 8%
CC(=O)NC(c1ccco1)c1cc(Cl)c2ccc(Cl)nc2c1O (centres undefined) | 9% | 6 | . | . | 0.1&-0.4 | 3% | -4&-2 | -0.4 | 1%
CCc1[nH]c(=O)c(C#N)c2c1CSC(C)(C)C2 | ? | 2 | 2% | -10% | 0.4 | -24% | 2 | 0.3 | 2%

An excerpt from above in order of length of the SMILES, largest number first:
SMILES | TrxR1 inh | D2 antagonist | IDH1 R132H inh | USP1-UAF1 inh | TRHR ag | Pin1 inh | TRHR PAM | D2 ag | TrxR1 substrate
COc1ccc(-n2c(=O)c3c(c4cc(OC)ccc4n3C)n(Cc3cccc(OC)c3)c2=O)cc1 | 27% | . | -5% | -20% | -0.4 | 2% | 0 | 0.7 | 20%
CCOc1cc(C2C(C(=O)Nc3ccc(OC)cc3)=C(C)Nc3nc(SC)nn32)ccc1O (centres undefined) | -6% | . | 0% | ? | 0.8 | 0% | -5 | 1.1 | -2%
CCN(c1ccc(OC)cc1)S(=O)(=O)c1nnc(NC(=O)C(C)C)s1 | 10% | -15 | 18% | -14% | -0.3 | 2% | 0 | 0.3 | -1%
COCCN(CC(=O)Nc1cccc(C)c1C)C(=O)c1oc2ccccc2c1C | 0% | . | 8% | -14% | . | -1% | . | . | -4%
CC(C)Cc1ccc(CN2CCCC(NC(=O)CCN3CCCO3)C2)cc1 (centres undefined) | 5% | 9 | 8% | -4% | 1.4 | -3% | -1 | -1.2 | -5%
O=C(Cc1cccs1)NNC(=O)C12CC3CC(CC(C3)C1)C2 | 10%[57.1 µM] | -3 | -18% | -21% | 0.1 | -7% | -7 | -0.3 | 2%[57.1 µM]
CNC(=O)c1[nH]cnc1C(=O)NCC(=O)OCc1ccccc1 | 8% | 17 | -4% | -22% | 0.2 | -4% | -4 | 1.1 | 1%
O=C(NCCN1CCCCCC1)c1ccc(N2CCCC2=O)cc1 | ? | -1 | -1% | -28% | 0.2 | -2% | 5 | 0.1 | 14%[57.1 µM]
CCc1[nH]c(=O)c(C#N)c2c1CSC(C)(C)C2 | ? | 2 | 2% | -10% | 0.4 | -24% | 2 | 0.3 | 2%
COc1ccc(CCCc2nnc(SCC(=O)NN)o2)cc1 | 8%[11.4 µM] | 7 | 2% | -7% | -0.2 | 3% | 4 | 1.8 | 10%[57.1 µM]
C/C=C/c1ccc(OC)c(OC(C)=O)c1 | 10%[57.1 µM] | -8 | 3% | -15% | -0.2 | -3% | -5 | -1.4 | 12%[57.1 µM]

(further entries)
SMILES | TrxR1 inh | D2 antagonist | IDH1 R132H inh | USP1-UAF1 inh | TRHR ag | Pin1 inh | TRHR PAM | D2 ag | TrxR1 substrate
COC(C[C@@H]1O[C@@H]1[C@@H](O)[C@H](C)OCc1ccccc1)OC | 14%[57.1 µM] | . | 0% | -28% | -0.1 | -7% | -4 | . | 6%
COc1ccccc1NC(=O)CC1S/C(=N/N=C2\CCCc3ccccc32)NC1=O (centres undefined) | 8% | -19 | -5% | -9% | -0.1 | -2% | -3 | 1.4 | -2%
Cc1nc(Nc2ccc(Cl)cc2Cl)sc1C(=O)Nc1ccccc1 | 2%[57.1 µM] | -5 | 11% | -17% | 0.6 | 16% | -5 | -0.3 | 0%[57.1 µM]
CCn1c(=O)cc(OCC(=O)NCc2cccs2)c2ccccc21 | 9%[57.1 µM] | 11 | 7% | -15% | -0.9 | 1% | 4 | 0.2 | 6%[57.1 µM]
O=C(CN1C(=O)c2ccccc2S1(=O)=O)Nc1ccc(S(=O)(=O)N2CCCC2)cc1 | 11% | -13 | 0% | -12% | 0.2 | 2% | 3 | -0.5 | -5%
CC(C)N1CCc2c(sc(NC(=O)c3ccc(S(=O)(=O)N4CCOCC4)cc3)c2C#N)C1 | -11% | 1 | -10% | ? | 14 | ? | -1 | 16 | -14%
CC1CC(C)CN(S(=O)(=O)c2ccc(NC(=O)[C@@H]3CCCN3C(=O)c3cccs3)cc2)C1 (some centres undefined) | 18% | -1 | 2% | -10% | -0.1 | 15% | -1 | -0.4 | 1%
O=C(Cn1cnc2c(nnn2Cc2ccc(Cl)cc2)c1=O)c1ccccc1 | 0%[57.1 µM] | 3 | -9% | -26% | 0.0 | 49%[activator] | -7 | 0.1 | 0%[57.1 µM]
NS(=O)(=O)c1ccc(NC(=S)NC2CCCC2)cc1 | 7% | 6 | -1% | -13% | 0.3 | -4% | 3 | 1.3 | 4%
COc1ccc(CCNC(=O)c2cc3sccc3n2C)cc1OC | -1% | 1 | 10% | -5% | 0.1 | -2% | -4 | -0.5 | -2%
CCOc1ccc2nc(SC(CC)C(=O)Nc3cc(C)on3)sc2c1 (centres undefined) | -1% | -8 | 5% | -5% | 3.3 | 3% | 1 | 0.9 | -1%
O=C(NNC(=O)c1ccccc1Cl)c1cccnc1 | 21% | -22 | 0% | -10% | 0.5 | -2% | -1 | -0.1 | 6%
COC(=O)C(O)(CC(=O)c1ccc(OC)cc1)C(F)(F)F (centres undefined) | -15% | -3 | 1% | -4% | 0.8 | -1% | 2 | 0.2 | -15%
O=C(NC1CCCC1)c1ccc(Cn2c(=O)[nH]c3ccsc3c2=O)cc1 | 9% | -8 | -1% | -18% | -0.5 | -3% | 12 | 0.5 | -2%
Cc1cccc2cc(CN(CC3CCCO3)C(=O)c3cnccn3)c(=O)[nH]c12 (centres undefined) | -20% | -1 | -1% | -3% | 0.3 | -1% | 1 | -0.3 | -12%

Compound activity: PubChem BioAssay, National Center for Advancing Translational Sciences (NCATS)

Some of the compounds tested; the hit share may differ from the screen's.
